ELG1 genotox: inducers of genotoxicity in HEK293T ELG1-luciferase cells; HEK293T ELG1-luciferase reporter, luminescence, 16 h; Potency, µM (top dose mostly 46 µM), for the others: at the top dose activity change, positive = activation, actives largely listed as activators; 330,000 compounds, 1.3% hits; further: potency means the concentration at half of the fitted maximal effect; % of control where 0% means no effect; nearly all actives have a fitted effect of over 60% in size
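Screening used a luciferase reporter fused to human ELG1 in HEK293T cells. Luminescence was read on a CCD plate imager after 16 hr exposure and 30 min ONE-Glo incubation.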
TRPV1 ag: agonists of human vanilloid receptor 1 (TRPV1). activation, % at 8.33 µM. Q8NER1. AID 540275. 320,000 compounds, 0.19% hits. TRPV1-expressing cells, Fluo-8 calcium influx, agonist mode; in the data active means activation above about 80%; inconclusive means between about 30% and that limit; further: 0% is about no effect
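Cells expressing TRPV1 were dye-loaded with Fluo-8 and read kinetically: 10 s baseline, 3 min after compound (agonist portion), then 2 min after EC20 capsaicin (allosteric enhancer portion). Calcium-bound dye fluorescence at 480/520 nm.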
BRCA1 expr act: increases BRCA1 expression; MCF7-BRCA1-FFLuc reporter, luminescence, 48 h; response scale: scaled: vehicle 0%, 10 µM genistein 100%; Potency, µM (highest dose often 46.1 µM), without a hit: at the top dose activation, usual class: activators; 380,000 compounds, 1.1% hits; further: potency means the concentration at half of the fitted maximal effect; nearly all actives have a fitted effect of over 80% in size; some results filed as inactive show a strong effect at the top dose
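Luminescence from a BRCA1-driven firefly luciferase in MCF7 cells was read after 48 h compound exposure at 37 C. Data normalized against DMSO and a 10microM genistein activation control, then curve-fitted across the titration.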
NPC1 prom act: NPC1 promoter activation | Huh7 NPC1 promoter luciferase reporter, 24 h | Potency, µM (series often up to 9.22 µM), inactives show top-dose activation, usual class: activators | 320,000 compounds, 2.4% hits | AID 485313;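 further: potency means the concentration at half of the fitted maximal effect; % of control where 0% means no effect; nearly all actives have a fitted effect of over 60% in size; reporter is driven by a mutant NPC1 promoter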
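NPC1 promoter–luciferase Huh7 cells; 24 h compound; luminescence.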
RORg inh: ROR gamma (mouse) transcription inhibition; P51450; Drosophila S2 Gal4-RORgamma UAS-luciferase reporter, 20 h; Potency, µM (series often up to 53.6 µM), inactives show at the highest dose activity change, negative = inhibition, actives largely listed as inhibitors; 310,000 compounds, 5.4% hits; AID 2551; further: potency means the concentration at half of the fitted maximal effect; on the % scale 0 is the no-effect control and ±100 the full control effect; nearly all actives have a fitted effect of over 60% in size
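A Gal4/UAS one-hybrid system in insect cells: metallothionein-promoter Gal4–ROR gamma fusion plus Photinus luciferase reporter. Copper sulfate 700 uM final, 20 hr ambient incubation, luminescent detection after 10 min with reagent.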
FLuc counter: counter-screen for miR-21 project: firefly luciferase inhibitors or activators; P08659; purified FLuc, Km substrates, luminescence inhibition; Potency, µM (highest dose often 57.5 µM), for the others: at the highest dose activity change, negative = inhibition, hits mostly inhibitors; 360,000 compounds, 6.9% hits; AID 588342;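 further: potency means the concentration at half of the fitted maximal effect; plate controls were vehicle for no effect and reference inhibitor for full effect; nearly all actives have a fitted effect of over 55% in size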
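Purified P. pyralis luciferase (10nM final) with 10uM D-luciferin and 10uM ATP (Km levels) in 50mM Tris acetate pH 7.5, 10mM Mg acetate, 0.01% Tween-20, 0.05% BSA; qHTS 6-point titration, ~60 µM downward; luminescence read.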
Rab9 prom act: activators of Rab9 promoter. Huh7 Rab9 promoter-luciferase reporter, luminescence, 24 h. Potency, µM (titrated, usually from 9.22 µM), for the others: top-dose activation, negative = inhibition, actives largely listed as activators. AID 485297. 320,000 compounds, 2.8% hits; further: potency means the concentration at half of the fitted maximal effect; % of control where 0% means no effect; nearly all actives have a fitted effect of over 60% in size
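Measured in stably transfected Huh7 cells bearing a Rab9 promoter–luciferase construct: 24 h compound treatment at 37 °C, followed by luminescence detection.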
p53 reactivator: re-activators of mutant p53 | H1299 p53-A138V BP100-luciferase reporter, luminescence, 24 h | Potency, µM (series often up to 92.2 µM), for the others: at the top dose activity change, positive = activation, actives largely listed as activators | 320,000 compounds, 0.063% hits | AID 504706; further: potency means the concentration at half of the fitted maximal effect; % of control where 0% means no effect; nearly all actives have a fitted effect of over 45% in size
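p53-null H1299 cells stably carrying temperature-sensitive p53-A138V and a BP100-luciferase reporter were pinned with compounds (4-point, 1:5 series) and held 24 hrs at 37 deg C. Luminescence was read 10 min after detection reagent.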
ELG1 DNA repair: blocks ELG1-dependent DNA repair in HEK293T cells. Potency, µM (titrated, usually from 46.1 µM), for inactives: at the highest dose activity change, negative = inhibition, usual class: inhibitors. 330,000 compounds, 2.3% hits. HEK293T ELG1-luciferase reporter, luminescence, 16 h; DNA damage induced by 5-fluorouridine; further: potency means the concentration at half of the fitted maximal effect; on the % scale 0 is the no-effect control and ±100 the full control effect; nearly all actives have a fitted effect of over 55% in size
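Luminescence from the luciferase reporter, measured 30 min after ONE-Glo reagent at room temperature, was the read-out. Beforehand, 2,000 cells per well were exposed for 16 hr at 37 °C to 5-fluorouridine together with compound or vehicle.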
Tb PFK inh: T. brucei PFK enzyme inhibition | T. brucei PFK, ADP-Glo luminescence | Potency, µM (series often up to 57.5 µM), for inactives: at the highest dose activity, negative = inhibition, most hits filed as inhibitors | AID 485367 | 330,000 compounds, 0.17% hits | O15648;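 further: potency means the concentration at half of the fitted maximal effect; 0% = uninhibited 1x PFK enzyme wells and -100% = no-enzyme wells; nearly all actives have a fitted effect of over 60% in size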
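Luminescent ADP detection (ADP-Glo, two-step: ATP depletion then ADP-to-ATP conversion for luciferase) reported PFK activity after 45 min room-temperature reaction of 1.25 nM enzyme with 0.5 mM F6P and 0.1 mM ATP at pH 8.0.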
Gal4-VP16 FLuc: counter-screen for ROR gamma inhibitors: Gal4-VP16 reporter; Potency, µM (titrated, usually from 53.6 µM), for inactives: top-dose activity, negative = inhibition, usual class: inhibitors; Drosophila S2 Gal4-VP16 UAS-luciferase, luminescence, 20 h; 310,000 compounds, 3.5% hits; AID 2546;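 further: Gal4-VP16 expression switched on by copper sulfate through the metallothionein promoter; potency means the concentration at half of the fitted maximal effect; on the % scale 0 is the no-effect control and ±100 the full control effect; nearly all actives have a fitted effect of over 50% in size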
An asterisk follows results filed as active; ? = inconclusive; nt = no result given; & = joins results of further samples; [ ] = dose if it differs, or a comment. Unless noted, the call rests on the fitted dose curve; in most records, active means well fitted curve in the direction sought with a large enough effect; inconclusive means small, poorly fitted or top-dose-only effect, or another doubt; inactive means no such curve, though single readings can be large; an effect the other way counts as inactive or inconclusive.

Value order: ELG1 genotox	TRPV1 ag	BRCA1 expr act	NPC1 prom act	RORg inh	FLuc counter	Rab9 prom act	p53 reactivator	ELG1 DNA repair	Tb PFK inh	Gal4-VP16 FLuc
(1) CN(c1ccccc1)S(=O)(=O)c1ccc(Cl)c(C(=O)NCc2ccccc2CN2CCCC2)c1
    -2%	4	-42%	-1%	nt	3%	1%	-1%	-2%	-3%	nt
(2) Cc1c(Cl)cccc1NC(=S)NCc1ccco1
    -2%	13	-1%	-1%	5µM*	-1%	-6%	1%	?	-9%	?
(3) O=C(CN1CCCC1)Nc1nc(-c2ccc3c(c2)CCN3C(=O)c2ccccc2F)cs1
    -15%	2	0%	20%	9%	24µM*	13%	12%	?	-3%	?
(4) O=C(NCc1ccccc1)C1=C[C@H](c2csc3ccccc23)C[C@H](OCc2ccc(CO)cc2)O1
    -10%	11	-16%	0%	40%	3%	0%	-3%	?	0%	0%
(5) COc1cccc(/C=C2\CCc3ccccc3C2=O)c1
    2.6µM*	21	13µM*	?	11µM*	0.15µM*	?	?	?	-22%	11µM*
(6) COc1cc(C(=O)NCCC(=O)NC2CCC(C)CC2)cc(OC)c1OC (centres undefined)
    4%	-3	0%	-5%	1%	-1%	-5%	25%	11%	3%	-5%
(7) CCN1C(=O)c2cccc3c(NS(=O)(=O)c4ccc(NC(C)=O)cc4)ccc1c23
    -3%	-3	-61%	-2%	14%	3%	0%	7%	?	1%	?
(8) CCn1c(O)c(N=NC(=O)c2cccs2)c2ccccc21
    -9%	15	21%	?	11%	17µM*	2%	0%	?	9%	10%
(9) COc1ccc(Nc2ccc([N+](=O)[O-])cn2)cc1
    0%	-4	?	?	?	?	?	nt	?	2%	11%
(10) CN(Cc1ccccc1)C(=O)C1CCN(Cc2ccc(F)cc2)CC1
    0%	-1	0%	2%	-8%[10 µM]	0%	1%	4%	-10%	-7%	0%
(11) COCCOc1ccc(C(F)(F)F)cc1NC(=O)COC(=O)c1c(C)noc1C
    2%	17	0%	0%	?	5%	-2%	-15%	9%	2%	6%
(12) Cc1cc2c(cc1C)N(C(=O)CSc1nncn1C)C(C)(C)c1ssc(=S)c1-2
    -12%	4	-47%	-4%	?	5%	-2%	-15%	?	-5%	-6%
(13) COc1cc(OC)cc(C(=O)NNC(=O)c2ccc(S(=O)(=O)N3CC(C)OC(C)C3)cc2)c1 (centres undefined)
    -1%	3	8%	-7%	16%	-20%	-7%	1%	-9%	2%	2%
(14) CCc1ccccc1NC(=O)CCc1c(C)nn(-c2ccc(N3CCOCC3)nn2)c1C
    0%	-1	12%&2%	-1%	-8%	1%&-7%	0%	-1%	7%	1%	-13%
(15) COc1cc(/C=C2\C(=O)NN(c3ccccc3)C2=O)ccc1OCC(N)=O
    0%	3	nt	-10%	28%	11µM*	1%	13%	3%	-21%	16%
(16) Cc1c(C(=O)C(C)C)n(C)c2ccccc12
    3%	0	-10%	1%	0%	-16%	13%	4%	4%	0%[0.46 µM]	-2%
(17) Cc1cc(Br)ccc1NC(=O)CN(C)C(=O)C1CCN(C(=O)c2ccc(F)cc2)CC1
    -7%	-1	-22%	-3%	nt	3%	-1%	-2%	-3%	-1%	nt
(18) CC1CCCCN1C(=O)COC(=O)/C=C/c1ccc2ccccc2n1 (centres undefined)
    -4%	0	-39%	3%	-11%	?	0%	13%	-3%	2%	18%
(19) Cc1nn(S(=O)(=O)c2ccc(Cl)cc2)c(C)c1Sc1ccc([N+](=O)[O-])cc1
    17%	-2	-40%	-3%	21%	6%	-6%	-11%	0%	2%	?
(20) CCS(=O)(=O)c1ccc(-c2csc(-c3ccc(Cl)cc3)n2)c(Cl)c1Cl
    18µM*	-1	-24%	0%	29%	?	2%	4%	18%	-10%	-1%[0.365 µM]
(21) CC(C)CCNC(=O)c1csc2c1CCCCC2
    -3%	?	?	13%	23%	?	10%	11%	24%	-8%	8%
(22) CCN(C(=O)COC(=O)CSc1cc(C)c2ccccc2n1)c1ccccc1
    2%	7	-8%	-7%	nt	-9%	0%	-2%	4%	0%	nt
(23) S=C1NC2=C(CCC/C2=C\c2ccccc2)C(c2ccccc2)N1 (centres undefined)
    0%	2	-37%	-3%	3.5µM*	-3%	-5%	0%	8%	-1%	8.9µM*
(24) O=C(NC(=S)NNS(=O)(=O)c1ccccc1)c1ccccc1[N+](=O)[O-]
    3%	-6	-15%	-2%	-9%	-2%	-4%	3%	12%	12%	-2%
(25) COc1cc(NC(=O)c2cccc(C)c2)ccc1NC(=O)c1cc2ccccc2o1
    ?	-4	-40%	-8%	?	-19%	-10%	-10%	19%	-8%	13µM*
(26) O=C1c2ccccc2C(=O)N1CCc1nc2ccccc2c(=O)n1-c1ccccn1
    0%	5	-17%	-1%	15%	3%	-5%	2%	0%	-3%	3%
(27) Cc1cc(=O)n(CC(C)O)c(O)c1C#N (centres undefined)
    1%	-2	-6%	-6%	-9%	1%	2%	-4%	2%	-3%	-9%
(28) OC(CCc1cccc(Cl)c1)c1cccs1 (centres undefined)
    8%	1	58%	?	18%	?	?	18%	18%	-5%	6%
(29) CO/N=C/NC(=O)NOCc1c(Cl)cccc1Cl
    nt	2	-19%	nt	3%	2%	nt	nt	nt	nt	-24%
(30) Cc1nnsc1C(=O)NNC(=O)c1ccc(C(F)(F)F)cc1
    5%	8	84%	9%	18%	17µM*	9%	6%	?	2%	-3%
(31) CCOc1ccc(OCc2ccc(C(=O)N3CCc4ccccc4C3)o2)cc1
    11%	13	?	?	9%	?	?	10%	?	-2%	-3%
(32) Cc1ccccc1Nc1ccc2nonc2c1[N+](=O)[O-]
    6%	3	2%	1%	2%	6%	1%	1%	-5%	4%	-3%
(33) O=S(=O)(c1ccccc1)c1nc(NC2CC2)sc1Cl
    -6%	30	-6%	-6%	?	-10%	0%	-1%	?	-2%	1%
(34) CC1CCCN(C(=O)c2cccc(S(=O)(=O)N3CCCc4ccccc43)c2)C1 (centres undefined)
    ?	28	-30%	-1%	nt	1%	-3%	-4%	-12%	3%	nt
(35) Cc1cccc(-n2cc(CNCCN3CCOC3=O)c(-c3cccc(F)c3)n2)c1
    3%	18	36%	-1%	9%	9.5µM*	12%	0%	1%	-1%	-1%
(36) COCCNC(=O)CN(Cc1ccc(F)cc1)C(=O)CCC(=O)Nc1nccs1
    -1%	1	-4%	2%	0%	0%	-2%	-9%	-1%	0%	-8%
(37) CC(C)C(c1nnnn1Cc1ccccc1)N1CCC(C(N)=O)CC1 (centres undefined)
    1%	1	-12%	-2%	1%	3%	-2%	-4%	-1%	-2%	0%
(38) Cc1ccccc1NC(=S)NC(NC(=O)COc1ccccc1)C(Cl)(Cl)Cl (centres undefined)
    1%	3	-67%	20%	?	2%	1%	-17%	-17%	-2%	-15%
(39) COC(=O)c1ccc(C(=O)OC)c(NC(=O)CSc2cccc[n+]2[O-])c1
    2%	1	-7%	-6%	5µM*	?	-1%	-28%	?	-1%	3.5µM*
(40) O=[N+]([O-])c1ccc2[nH]c(O)c(N=NC3CCS(=O)(=O)C3)c2c1 (centres undefined)
    1%	-2	-2%	-1%	-1%	0%	0%	0%	-5%	4%	-13%
(41) O=C(COc1ccccc1C(=O)O)Nc1ccc(SC(F)F)cc1
    4%	-5	0%	0%	32%	?	-7%	11%	?	1%	-2%
(42) Cc1nc2ccc(S(=O)(=O)NCC(=O)NCCN3CCCCCC3)cc2s1
    0%	-2	12%	1%	-23%	-1%	0%	-10%	1%	-13%	0%
(43) Cc1ccccc1-c1noc(N)c1C#N
    4%	-5	1%	7%	5.6µM*	-1%	1%	?	5%	8%	?
(44) Cc1cc(C)n(CCc2nc(-c3ccc(C)o3)cs2)n1
    24%	0	42%	0%	?	?	12%	-15%	17%	?	11µM*
(45) N#C/C(=C\c1cccc([N+](=O)[O-])c1)C(=O)NCc1cccnc1
    -17%	-4	0%	-3%	?	0%	0%	9%	21µM*	0%	?

Three compounds from above, showing only ELG1 genotox.
| nr | compound | ELG1 genotox |
| --- | --- | --- |
| 16 | Cc1c(C(=O)C(C)C)n(C)c2ccccc12 | 3% |
| 17 | Cc1cc(Br)ccc1NC(=O)CN(C)C(=O)C1CCN(C(=O)c2ccc(F)cc2)CC1 | -7% |
| 18 | CC1CCCCN1C(=O)COC(=O)/C=C/c1ccc2ccccc2n1 (centres undefined) | -4% |
